NPSR antagonist: qHTS Assay for Antagonists of the Neuropeptide S Receptor: cAMP Signal Transduction. CHO-NPSR cells, cAMP TR-FRET, antagonist mode. AID 1461, 2008. 220,000 tested, 1% active. Potency, µM (series often up to 38.3 µM), for the others: at the highest dose activity change, negative = inhibition, usual class: inhibitors; also: potency is read from the fitted curve at half-maximal effect; % is scaled to controls: 0 for no effect and ±100 for the full control effect; nearly all actives have a fitted effect of over 50% in size; many of its hits are not listed in these tables
HTT aggregate: qHTS Multiplex Assay to Identify Dual Action Probes in a Cell Model of Huntington: Aggregate Formation (GFP). AID 1688, 2009. 220,000 tested, 1.1% active. Potency, µM (top dose mostly 46.1 µM), for inactives: at the top dose activity change, negative = inhibition, usual class: inhibitors. PC12 HttQ103-GFP aggregates, Acumen cytometry, 40 h; also: potency is read from the fitted curve at half-maximal effect; % is scaled to controls: 0 for no effect and ±100 for the full control effect; nearly all actives have a fitted effect of over 60% in size
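Huntingtin Q103 exon 1–GFP aggregates in induced PC12 cells (100 nM tebufenozide) were quantified by cytometry from lysates, with compounds dosed in titration.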
L3MBTL1 block: qHTS Assay for the Inhibitors of L3MBTL1; Lethal(3)malignant brain tumor-like protein 1 (Homo sapiens), Q9Y468; AlphaScreen L3MBTL1–H3K9me1 peptide binding; Potency, µM (doses to about 57.1 µM), for inactives: top-dose activity, negative = inhibition, hits mostly inhibitors; 230,000 tested, 0.66% active; AID 485360, 2010; also: potency is read from the fitted curve at half-maximal effect; % is scaled to controls: 0 for no effect and ±100 for the full control effect; nearly all actives have a fitted effect of over 60% in size
Target sequence (Q9Y468 whole entry, looked up): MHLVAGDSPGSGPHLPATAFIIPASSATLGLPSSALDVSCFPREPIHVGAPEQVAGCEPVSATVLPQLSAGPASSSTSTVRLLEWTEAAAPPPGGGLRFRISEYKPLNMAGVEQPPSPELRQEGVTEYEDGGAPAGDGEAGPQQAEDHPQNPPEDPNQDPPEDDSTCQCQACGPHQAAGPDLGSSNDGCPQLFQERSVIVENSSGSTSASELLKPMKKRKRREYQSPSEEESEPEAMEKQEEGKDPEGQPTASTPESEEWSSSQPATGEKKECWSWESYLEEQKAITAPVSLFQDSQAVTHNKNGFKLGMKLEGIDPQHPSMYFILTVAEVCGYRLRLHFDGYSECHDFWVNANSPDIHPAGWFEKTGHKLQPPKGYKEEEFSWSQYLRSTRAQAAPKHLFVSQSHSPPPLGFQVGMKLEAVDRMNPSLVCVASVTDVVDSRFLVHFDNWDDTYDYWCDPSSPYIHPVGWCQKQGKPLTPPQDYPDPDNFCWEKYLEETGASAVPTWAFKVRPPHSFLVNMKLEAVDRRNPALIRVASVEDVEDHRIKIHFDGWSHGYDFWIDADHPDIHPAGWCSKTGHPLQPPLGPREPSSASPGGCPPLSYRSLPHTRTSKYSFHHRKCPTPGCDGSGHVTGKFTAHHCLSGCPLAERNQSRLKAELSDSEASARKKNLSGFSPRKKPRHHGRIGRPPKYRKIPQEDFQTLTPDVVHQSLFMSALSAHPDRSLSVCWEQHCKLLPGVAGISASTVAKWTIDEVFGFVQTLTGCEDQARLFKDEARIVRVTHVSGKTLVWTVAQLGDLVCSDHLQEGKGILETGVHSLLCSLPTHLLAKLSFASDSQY
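L3MBTL1 (50 nM) pre-complexed 30 min with biotinylated H3(1-15)K9me1 peptide (75 nM), then compounds added for 30 min at room temperature; AlphaScreen streptavidin donor/nickel chelate acceptor beads (10 ug/mL final) read after 30 min dark incubation.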
Luc counter: Counterscreen for Luciferase (Kinase-Glo TM) Inhibition | Kinase-Glo luciferase, ATP luminescence, 8 min | 200,000 tested, 0.28% active | Luciferin 4-monooxygenase (Photuris pensylvanica), Q27757 | Potency, µM (series often up to 38.3 µM), inactives show at the top dose activity change, negative = inhibition, usual class: inhibitors; also: potency is read from the fitted curve at half-maximal effect; % is scaled to controls: 0 for no effect and ±100 for the full control effect; nearly all actives have a fitted effect of over 60% in size
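Kinase-Glo luciferase light output from ATP and luciferin was measured with 10 uM ATP, within the enzyme's linear range. Buffer: 50 mM imidazole pH 7.2, 50 mM KCl, 7 mM MgCl2, 0.01% Tween 20, 0.05% BSA; luminescence read after 8 min at ambient temperature.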
CBFb-RUNX1 inh: qHTS Assay for Compounds Blocking the Interaction Between CBF-beta and RUNX1 for the Treatment of Acute Myeloid Leukemia. AlphaScreen CBFb-His/RUNX1-biotin binding, biochemical. Runt-related transcription factor 1 (Homo sapiens) + Core-binding factor subunit beta …. Potency, µM (top dose mostly 59.8 µM), inactives show at the highest dose activity, negative = inhibition, usual class: inhibitors. 230,000 tested, under 10 active; also: % of control where 0% means no effect
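CBF-beta (His) and RUNX1 (biotin), 30 nM each; 20 min preassociation; + compound, 15 min; + beads 50 ng each (Ni, streptavidin), 90 min; RT; AlphaScreen read.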
Epigenetic derep: Quantitative High-Throughput Screen for Regulators of Epigenetic Control; murine LDR cells, GFP reporter derepression, 30 h; Potency, µM (top dose mostly 53.9 µM), inactives show at the top dose GFP activation, most hits filed as activators; 280,000 tested, 0.2% active; AID 1865, 2009; also: potency is read from the fitted curve at half-maximal effect; % of control where 0% means no effect; nearly all actives have a fitted effect of over 60% in size
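Reporter derepression read as number of fluorescent GFP-positive objects, 20-120 um in size, counted by laser-scanning cytometer. Mouse LDR line with an epigenetically silenced CMV-GFP locus; compound incubation 30 h, 37 C.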
IMPase Li inh: qHTS Assay for Identifying the Cell-Membrane Permeable IMPase Inhibitors: Potentiation with Lithium; CHO-M1 cells, IP1 TR-FRET (IP-One), carbachol + lithium; Potency, µM (titrated, usually from 59.4 µM), without a hit: at the highest dose activity, negative = IMPase inhibition, usual class: inhibitors; 210,000 tested, 0.35% active; AID 1457, 2008;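 also: IP1 builds up when IMPase is blocked and the TR-FRET signal falls; potency is read from the fitted curve at half-maximal effect; plate controls were basal vehicle for no effect and high inhibitor control for full effect; nearly all actives have a fitted effect of over 50% in size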
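IP1 accumulation measured by competitive TR-FRET in lysed CHO-M1 cells after 30 min compound exposure at 37C, with a small lithium addition to potentiate weak responses. Hill-equation AC50 from ratio and donor-channel data.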
Active calls of the source: *; ? = inconclusive; . = not tested or not shown; [ ] = dose if it differs, or a comment. Calls follow the shape of the dose curve; as a rule, active = well fitted curve in the direction sought with a large enough effect; inconclusive = small, poorly fitted or top-dose-only effect, or another doubt; inactive = no such curve, though single readings can be large; an effect the other way counts as inactive or inconclusive. A portion of the library (hit frequency here may not be typical).

SMILES	NPSR antagonist	HTT aggregate	L3MBTL1 block	Luc counter	CBFb-RUNX1 inh	Epigenetic derep	IMPase Li inh
Cc1cccc(NC(=O)NCCc2c[nH]c3ccccc23)c1	-7%[46.1 µM]	-12%	-12%	-1%	-4%	-2.3%	-7%[38.3 µM]
O=C(O)C1CC(O)CN1C(=S)Nc1ccccc1 (stereo unspecified)	13%	.	11%	0%	3%	-1.1%	1%
CC(C)(C)C(=O)NC(=S)Nc1ccccc1N1CCCC1	-50%	-21%[9.22 µM]	?	4%	-1%	-4.8%	14%
c1ccc(CN2CCN(c3ncnc4c3[nH]c3ccccc34)CC2)cc1	?	?	-7%	0%	-4%	0.0%	33%[activator][38.3 µM]
Cn1c(=O)oc2cc(S(=O)(=O)NCCC(=O)N3CC=C(c4ccccc4)CC3)ccc21	-11%[46.1 µM]	-21%	-6%	3%	1%	-1.1%	3%[38.3 µM]
CC(C)C1NC2(C(=O)c3ccccc3C2=O)C2C(=O)N(c3ccc(F)cc3)C(=O)C12 (stereo unspecified)	-7%[46.1 µM]	26%	4%	-6%	4%	-1.1%	-18%[38.3 µM]
COC(=O)c1ccccc1NC(=O)c1cnn2c(C(F)F)cc(C3CC3)nc12	?	-3%	8%	-1%	11%	-1.1%	39%[activator][38.3 µM]
COc1ccc(-c2nnc(-c3ccc(N(C)C)cc3)o2)cc1	0%[46.1 µM]	9%	.	1%	2%	-0.7%	-15%[38.3 µM]
O=S(=O)(Nc1ccc(N2CCCCC2)cc1)c1ccc(F)cc1F	18%	0%[9.22 µM]	-9%	.	-18%	-0.3%	.
Cn1ncc(Cl)c1C(=O)N1CCCc2ccccc21	0%[46.1 µM]	3%	.	19%	3%	1.4%	21%[38.3 µM]
CCOC(=O)c1ccc(N=Cc2nc(-c3ccccc3)oc2OC(C)=O)cc1	-17%[46.1 µM]	9%	.	-3%	-1%	0.0%	17%[38.3 µM]
COc1ccc2cc(CN(Cc3cccnc3)S(=O)(=O)c3ccccc3)c(=O)[nH]c2c1	-18%[46.1 µM]	14%	0%	6%	1%	-3.0%	16%[38.3 µM]
CC(=O)c1ccc(NC(=O)CSc2nc(=O)cc(N)n2-c2ccccc2)cc1	3%	11%	-15%	3%	-29%	2.6%	2%
COCCCNC(=S)NCCNc1nc2c(C)c(C)ccc2cc1C#N	14%	1%[9.22 µM]	14%	-1%	9%	0.4%	7%
CCN(CC)S(=O)(=O)c1ccc(N2CCCCC2)c(NC(=O)/C=C/c2cc(OC)c(OC)c(OC)c2)c1	-4%	-6%	-2%	-1%	-2%	-3.0%	6%
Cc1nc(N2CCCCC2)c2c(C)c(C(=O)Nc3cccc(C(F)(F)F)c3)sc2n1	-48%	?	.	1%	13%	0.1%	9%
CS(=O)(=O)N1CCN(C/C=C/c2ccccc2)CC1	17%[46.1 µM]	13%	.	-2%	6%	0.7%	21%[38.3 µM]
Cc1cc(C)cc(NC(=S)N(Cc2cccc(Br)c2)CC2CCC(C(=O)O)CC2)c1 (stereo unspecified)	-45%	-6%	.	4%	3%	-6.1%	2%
COCCN1C(=O)N[C@@H](CCc2ccccc2)[C@H](C(C)=O)[C@H]1C	22%	-13%[9.22 µM]	.	-9%[7.66 µM]	5%[13.1 µM]	-1.1%	-4%
O=C(CSc1nc2ccsc2c(=O)n1Cc1ccccc1)NCC1CCCO1 (stereo unspecified)	-18%	-14%	.	3%	4%	0.8%	6%
COc1ccc(/C=N/n2c(-c3n[nH]c4c3CCC4)n[nH]c2=S)cc1OC	3%	12%	-16%	0%	9%	-3.0%	-14%
O=C(Nc1ccc2c(c1)N(Cc1ccccc1)C(=O)c1ccccc1S2)NC1CC1	-24%[46.1 µM]	?	.	-2%	-3%	6.2%	35%[activator][38.3 µM]
CC(C)C(NC(=O)COc1ccccc1)C(=O)O (stereo unspecified)	-27%[46.1 µM]	-16%	.	-2%	2%	-0.7%	11%[38.3 µM]
Cc1ccc(S(=O)(=O)N/N=C/c2ccc(OS(=O)(=O)c3ccc(C)c([N+](=O)[O-])c3)cc2)cc1	?	2%	-18%	12%	-19%	2.9%	15%[38.3 µM]
CC(C)C(NC(=O)OCc1ccccc1)C(=O)OCC(=O)NCc1ccco1 (stereo unspecified)	-15%[46.1 µM]	17%	?	0%	-7%	-1.1%	2%
Later entries
SMILES	NPSR antagonist	HTT aggregate	L3MBTL1 block	Luc counter	CBFb-RUNX1 inh	Epigenetic derep	IMPase Li inh
COc1ccc(Cn2nnnc2C(c2ccc(N(C)C)cc2)N2CCC(C(N)=O)CC2)cc1 (stereo unspecified)	-14%	.	-12%	-6%	-2%	0.0%	6%
Cc1ccc(/C(N)=N/OC(=O)CCC2CCCC2)cc1	0%	9%	22%	2%	2%	-2.5%	8%
Cc1nn(C)c(Cl)c1CN1CCCC(CCC(=O)NCc2ccccc2F)C1 (stereo unspecified)	-6%	-4%[9.22 µM]	-8%	-3%	0%	0.9%	27%
CC1Cn2c(COc3ccccc3)nnc2S1 (stereo unspecified)	6%[46.1 µM]	-12%	14%	-1%	0%	-1.0%	3%
Cc1cc(Br)ccc1NC(=O)CCSc1ccccc1	-16%[46.1 µM]	-13%	-1%	6%	7%	1.5%	15%[38.3 µM]
CCOc1c(CNCc2ccc(C(=O)O)cc2)cccc1OC	8%	6%	9%	-1%	7%	-0.4%	-2%
Cc1ccnc(NC(=O)CN(C)S(=O)(=O)c2cccc3nsnc23)c1	-14%[46.1 µM]	-8%	3%	1%	-3%	1.0%	-6%[38.3 µM]
CC(=O)Nc1ccc(NS(=O)(=O)C(F)(F)F)cc1	-5%[46.1 µM]	-8%	9%	7%	5%	-1.1%	17%[38.3 µM]
COc1ccccc1N1CCN(C(CNC(=O)c2ccco2)c2cccnc2)CC1 (stereo unspecified)	-12%[46.1 µM]	-25%	-6%	-1%	6%	-0.8%	42%[activator][38.3 µM]
O=C(COc1ccc(Br)cc1F)N1CCN(c2ncccn2)CC1	3%	8%	2%	0%	-5%	-0.4%	7%
CN(c1ccc(C(=O)NC2CC3CCC2C3)cc1)S(C)(=O)=O (stereo unspecified)	-1%[46.1 µM]	16%	9%	-1%	-2%	-1.2%	12%[38.3 µM]
Cc1cccc2cc(CN(C(=S)NCC(C)C)C3CCCC3)c(=O)[nH]c12	-21%	0%	-10%	1%	-10%	0.0%	14%
c1ccc(Cc2noc(CN3CCN(CCOc4ccccc4)CC3)n2)cc1	-4%	-8%[9.22 µM]	7%	.	8%	-0.2%	7%
CCOC(=O)c1ccc(N2CSC3=C(C#N)C(c4cccs4)CC(=O)N3C2)cc1 (stereo unspecified)	-10%[46.1 µM]	17%	-3%	5%	4%	3.7%	8%[38.3 µM]
CCN(CC)S(=O)(=O)c1cc(NC(=O)COC(=O)CCc2nc3ccccc3s2)ccc1C	-5%[46.1 µM]	8%	.	2%	2%	-0.7%	-6%[38.3 µM]
COC(=O)C1=C(C(=O)OC)C(c2ccc(OC)c(OC)c2)c2sc(=O)[nH]c2S1 (stereo unspecified)	-7%	-13%	.	0%	0%	-0.1%	12%
O=C(CNC(=O)c1ccco1)NCC(=O)OCc1ccc(C(=O)Oc2ccc(Cl)cc2)cc1	-8%[46.1 µM]	-6%	.	3%	3%	-6.0%	0%[38.3 µM]
Cn1c(Cn2c(=O)sc3ccccc32)nnc1SCC(=O)Nc1ccccc1	16%[46.1 µM]	-15%	28%	1%	-2%	-1.0%	-1%
Cc1c(Cl)c(=O)oc2cc(OCC(=O)NCc3cccs3)ccc12	-8%	1%	6%	1%	-6%	1.0%	-14%
COC(=O)Cc1ccc2sc(-c3ccccc3)nc2c1	-14%	7%	25%	13µM*	4%	-1.8%	-18%
CCC(=O)N/C(=N/c1nc(C)cc(C)n1)Nc1ccccc1	-18%	-3%[9.22 µM]	0%	.	-14%	0.1%	.
Cc1ccc2nc(SCC(=O)Nc3cccc(S(=O)(=O)N(C)C)c3)[nH]c2c1	5%	0%	-3%	1%	-4%	-1.1%	13%
CC(C)=CC1C(CO)C1(C)C (stereo unspecified)	.	.	.	2%	.	1.0%	-4%
O=C(CCC1CCCCC1)Nc1c[nH]c(=O)[nH]c1=O	8%[46.1 µM]	-6%	8%	1%	4%	1.9%	4%[38.3 µM]
COc1ccccc1-n1c(N)c(C(=O)NCC2CCCO2)c2nc3ccccc3nc21 (stereo unspecified)	8%[46.1 µM]	?	15%	0%	?	1.2%	1%

Complete entries from above. Order of screens: NPSR antagonist | HTT aggregate | L3MBTL1 block | Luc counter | CBFb-RUNX1 inh | Epigenetic derep | IMPase Li inh
c1ccc(Cc2noc(CN3CCN(CCOc4ccccc4)CC3)n2)cc1 is entered as -4% | -8%[9.22 µM] | 7% | . | 8% | -0.2% | 7%
O=C(COc1ccc(Br)cc1F)N1CCN(c2ncccn2)CC1 is entered as 3% | 8% | 2% | 0% | -5% | -0.4% | 7%
COc1ccccc1N1CCN(C(CNC(=O)c2ccco2)c2cccnc2)CC1 (stereo unspecified) is entered as -12%[46.1 µM] | -25% | -6% | -1% | 6% | -0.8% | 42%[activator][38.3 µM]

Other entries.
SMILES	NPSR antagonist	HTT aggregate	L3MBTL1 block	Luc counter	CBFb-RUNX1 inh	Epigenetic derep	IMPase Li inh
O=C(Nc1ccccc1F)c1ccc(COc2ccc(Cl)cc2Cl)o1	-5%[46.1 µM]	-5%	25%	2%	?	-1.0%	11%
Cc1cccc(C)c1NC(=S)N(CCCN1CCN(C)CC1)Cc1cccs1	3%	4%	.	0%	0%	3.8%	3%
COc1ccccc1C(O)Cc1nc2ccccc2n1C (stereo unspecified)	2%[46.1 µM]	-3%	.	15%	6%	4.8%	32%[activator][38.3 µM]
O=C(c1cccs1)N1CCN=C1SCc1ccccc1	-13%[46.1 µM]	1%	-6%	-1%	2%	0.0%	32%[activator][38.3 µM]
CCOc1ccccc1N1CCN(C/C=C/c2ccc(N(C)C)cc2)CC1	-22%[46.1 µM]	?	.	1%	?	-1.8%	-1%[38.3 µM]
CCc1ccc(NC(=O)C(CC)Sc2nc3cc4c(cc3c(=O)n2Cc2ccco2)OCO4)cc1 (stereo unspecified)	?	?	.	-2%	-3%	1.7%	19%[38.3 µM]

Compound activity (PubChem BioAssay)
